# TcdB inh: TcdB glycohydrolase inhibition. P18177. TcdB glycohydrolase enzymatic assay, plate reader. inhibition, % at 9.99 µM. hit rate 0.24% among 350,000. AID 652162; in the data active means inhibition above about 10%
# Target sequence (P18177 whole entry, looked up): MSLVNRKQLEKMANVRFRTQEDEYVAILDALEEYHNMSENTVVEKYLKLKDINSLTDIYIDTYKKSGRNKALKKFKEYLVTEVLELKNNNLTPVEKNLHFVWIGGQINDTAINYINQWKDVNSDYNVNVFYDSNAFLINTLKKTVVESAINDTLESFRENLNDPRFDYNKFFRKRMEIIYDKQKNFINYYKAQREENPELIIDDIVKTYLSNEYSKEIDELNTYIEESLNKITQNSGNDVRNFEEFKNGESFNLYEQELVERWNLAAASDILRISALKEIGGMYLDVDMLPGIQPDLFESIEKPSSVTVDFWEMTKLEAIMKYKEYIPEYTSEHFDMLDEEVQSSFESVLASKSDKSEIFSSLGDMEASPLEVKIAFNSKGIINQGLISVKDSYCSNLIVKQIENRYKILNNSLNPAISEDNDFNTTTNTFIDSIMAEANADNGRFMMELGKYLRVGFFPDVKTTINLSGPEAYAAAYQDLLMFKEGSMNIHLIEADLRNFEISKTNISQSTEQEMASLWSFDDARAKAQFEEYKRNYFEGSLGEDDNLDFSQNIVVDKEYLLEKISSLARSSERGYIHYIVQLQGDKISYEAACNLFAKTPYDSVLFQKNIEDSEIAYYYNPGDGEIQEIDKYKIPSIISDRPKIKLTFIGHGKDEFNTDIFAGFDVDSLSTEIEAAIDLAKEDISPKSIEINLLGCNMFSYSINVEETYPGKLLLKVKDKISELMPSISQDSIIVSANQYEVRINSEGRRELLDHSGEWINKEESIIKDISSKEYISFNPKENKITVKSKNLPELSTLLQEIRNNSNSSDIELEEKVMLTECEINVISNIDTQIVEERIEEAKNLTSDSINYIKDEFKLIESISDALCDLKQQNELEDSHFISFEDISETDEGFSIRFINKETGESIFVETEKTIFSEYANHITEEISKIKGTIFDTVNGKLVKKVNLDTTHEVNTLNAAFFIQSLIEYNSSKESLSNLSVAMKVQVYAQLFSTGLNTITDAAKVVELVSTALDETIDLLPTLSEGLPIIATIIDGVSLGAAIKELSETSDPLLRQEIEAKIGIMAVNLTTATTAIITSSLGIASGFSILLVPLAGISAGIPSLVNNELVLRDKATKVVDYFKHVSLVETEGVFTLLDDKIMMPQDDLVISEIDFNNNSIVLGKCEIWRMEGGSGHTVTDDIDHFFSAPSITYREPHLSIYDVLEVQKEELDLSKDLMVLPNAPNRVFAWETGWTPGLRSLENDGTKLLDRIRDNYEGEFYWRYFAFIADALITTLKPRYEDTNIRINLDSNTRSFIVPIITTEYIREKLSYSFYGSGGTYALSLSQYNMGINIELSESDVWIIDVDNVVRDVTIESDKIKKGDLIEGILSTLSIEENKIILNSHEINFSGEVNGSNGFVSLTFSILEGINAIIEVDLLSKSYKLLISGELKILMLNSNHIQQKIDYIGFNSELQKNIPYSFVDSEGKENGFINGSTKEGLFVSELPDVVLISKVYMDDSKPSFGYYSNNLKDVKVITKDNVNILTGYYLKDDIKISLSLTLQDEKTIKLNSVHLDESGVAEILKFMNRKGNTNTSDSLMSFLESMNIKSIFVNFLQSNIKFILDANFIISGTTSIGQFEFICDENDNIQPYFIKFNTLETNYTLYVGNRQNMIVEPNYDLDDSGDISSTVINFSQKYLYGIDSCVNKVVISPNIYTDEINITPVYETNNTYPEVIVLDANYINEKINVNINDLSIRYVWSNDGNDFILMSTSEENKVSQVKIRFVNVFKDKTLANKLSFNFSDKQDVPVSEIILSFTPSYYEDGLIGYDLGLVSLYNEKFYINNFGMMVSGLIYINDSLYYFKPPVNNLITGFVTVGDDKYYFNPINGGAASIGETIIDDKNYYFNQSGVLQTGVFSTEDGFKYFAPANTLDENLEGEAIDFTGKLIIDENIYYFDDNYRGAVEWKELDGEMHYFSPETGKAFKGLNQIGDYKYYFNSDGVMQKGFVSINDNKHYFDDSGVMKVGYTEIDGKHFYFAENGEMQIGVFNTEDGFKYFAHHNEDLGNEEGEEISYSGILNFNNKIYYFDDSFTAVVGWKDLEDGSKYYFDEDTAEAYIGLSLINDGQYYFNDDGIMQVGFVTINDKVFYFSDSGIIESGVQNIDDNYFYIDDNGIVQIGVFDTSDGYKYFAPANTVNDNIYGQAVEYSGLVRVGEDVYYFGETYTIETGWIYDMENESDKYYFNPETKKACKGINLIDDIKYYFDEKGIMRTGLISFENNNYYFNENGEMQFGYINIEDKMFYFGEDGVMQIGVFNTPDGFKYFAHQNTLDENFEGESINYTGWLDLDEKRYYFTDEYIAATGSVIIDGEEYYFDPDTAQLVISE
# * marks the source's active call; other numbers are inactive results. These rows are one share of the data; the hit share may differ from the screen's.
> O=C(C[C@H]1C=C[C@@H](NC(=O)Nc2ccc(F)cc2)[C@@H](CO)O1)NCc1ccccn1
  TcdB inh: 0.0

> O=S(=O)(Cc1ccccc1)N1CCCCN2[C@@H](CO)[C@H](c3ccc(C#Cc4ccccc4)cc3)[C@@H]2C1
  TcdB inh: 0.1

> C[C@@H]1CN([C@H](C)CO)C(=O)c2cc(NC(=O)C3CCCCC3)ccc2O[C@@H](C)CCCCO[C@@H]1CN(C)Cc1ccc(Cl)c(Cl)c1
  TcdB inh: 0.1

> Cc1ccc(S(=O)(=O)N(C)C[C@H]2Oc3ccc(NS(=O)(=O)c4ccccc4)cc3CC(=O)N([C@@H](C)CO)C[C@H]2C)cc1
  TcdB inh: -1.7

> COc1cccc(CN2CC3(C2)CN(C(=O)C2CC2)[C@@H](CO)c2[nH]c4cc(OC)ccc4c23)c1
  TcdB inh: 1.3

> CO[C@H]1CN(C)C(=O)c2cc(NC(=O)Nc3cc(F)ccc3F)ccc2OC[C@H](C)NC[C@H]1C
  TcdB inh: 1.5

> CN(C)C(=O)C[C@H]1CC[C@H]2[C@@H](COC[C@H](O)CN2C(=O)c2ccncc2)O1
  TcdB inh: -0.5

> CCCN(C)C[C@H]1OCCCC[C@@H](C)Oc2ccc(NC(=O)CCCN(C)C)cc2C(=O)N([C@@H](C)CO)C[C@H]1C
  TcdB inh: 0.5

> Cc1cccc(S(=O)(=O)N(C)C[C@H]2OCc3ccccc3-c3c(n(C)c4ccccc34)C(=O)N([C@@H](C)CO)C[C@H]2C)c1
  TcdB inh: 0.0

> C[C@@H]1CCCCO[C@H](CN(C)S(=O)(=O)c2cccs2)[C@H](C)CN([C@H](C)CO)C(=O)c2cc(N(C)C)ccc2O1
  TcdB inh: -24.7

> CCN1[C@H](C(=O)NCc2ccncn2)[C@@H](CO)[C@@H]2Cn3c(ccc(-c4ccc(F)cc4)c3=O)[C@@H]21
  TcdB inh: -3.9

> O=C(C[C@@H]1CC[C@H]2[C@@H](COC[C@H](O)CN2S(=O)(=O)c2ccc(Cl)cc2)O1)NCCN1CCCC1
  TcdB inh: -0.9

> C[C@H](O)C#Cc1cnc2c(c1)C(=O)N([C@@H](C)CO)C[C@H](C)[C@H](CN(C)C(=O)CC1CC1)O2
  TcdB inh: 0.5

> Cc1noc(C)c1S(=O)(=O)Nc1ccc2c(c1)C(=O)N([C@H](C)CO)C[C@H](C)[C@H](CN(C)C(=O)C1CCCCC1)OCCCC[C@H](C)O2
  TcdB inh: 1.3

> C/C=C/c1cnc2c(c1)C(=O)N([C@H](C)CO)C[C@H](C)[C@H](CN(C)C(=O)NC1CCCCC1)O2
  TcdB inh: 0.6

> COc1ccc(S(=O)(=O)Nc2ccc3c(c2)C(=O)N([C@H](C)CO)C[C@H](C)[C@@H](CN(C)S(=O)(=O)c2ccc(F)cc2)OCCCC[C@@H](C)O3)cc1
  TcdB inh: -0.4

> CNC[C@@H]1OCCCC[C@@H](C)Oc2ccc(NS(=O)(=O)c3ccccc3)cc2C(=O)N([C@@H](C)CO)C[C@H]1C
  TcdB inh: 0.7

> C[C@@H]1CN([C@H](C)CO)C(=O)c2cc(NC(=O)Cc3ccccc3)ccc2O[C@H]1CN(C)C
  TcdB inh: -0.8

> C[C@@H]1CCCCO[C@H](CN(C)C(=O)NC2CCCCC2)[C@H](C)CN([C@H](C)CO)C(=O)c2cc(NC(=O)CCC(F)(F)F)ccc2O1
  TcdB inh: 0.0

> CCCNC(=O)Nc1ccc2c(c1)C(=O)N(C)C[C@@H](OC)[C@H](C)CN(C(C)=O)[C@@H](C)CO2
  TcdB inh: 1.0

> C[C@H](CO)N1C[C@H](C)[C@@H](CN(C)Cc2ccc(-c3ccccc3)cc2)Oc2ccc(NS(=O)(=O)c3cccs3)cc2C1=O
  TcdB inh: -0.4

> C[C@H](CO)N1C[C@H](C)[C@@H](CN(C)CC2CCCCC2)Oc2ccc(NC(=O)Nc3cccc4ccccc34)cc2C1=O
  TcdB inh: -0.3

> C[C@H]1CN([C@@H](C)CO)C(=O)c2cc(NC(=O)Cc3cn(C)c4ccccc34)ccc2O[C@H]1CN(C)C(=O)Nc1ccccc1
  TcdB inh: -0.9

> CCCC(O)C#Cc1cnc2c(c1)C(=O)N([C@H](C)CO)C[C@H](C)[C@H](CN(C)C(=O)Nc1ccccc1)O2 (stereo partly specified)
  TcdB inh: -0.1

> O=C(C[C@@H]1CC[C@@H]2[C@H](COC[C@@H](O)CN2C(=O)Nc2cccc(Cl)c2)O1)NCC1CCCCC1
  TcdB inh: -0.2

> CCCNC(=O)N(C)C[C@@H]1Oc2cc(C#C[C@@H](C)O)ccc2S(=O)(=O)N([C@H](C)CO)C[C@@H]1C
  TcdB inh: 0.6

> Cc1noc(C)c1NC(=O)N(C)C[C@@H]1Oc2c(NS(=O)(=O)c3ccccc3)cccc2C(=O)N([C@H](C)CO)C[C@@H]1C
  TcdB inh: 0.2

> COc1ccccc1NC(=O)N1CCCCN2[C@H](CO)[C@H](c3ccc(C#Cc4ccccc4)cc3)[C@H]2C1
  TcdB inh: -0.6

> CN1C[C@H]2[C@@H](c3ccccc31)[C@@H](CO)N2C(=O)C1CCOCC1
  TcdB inh: -0.3

> CO[C@@H]1CN(C)C(=O)c2cc(NC(C)=O)ccc2OC[C@H](C)N(C(=O)c2ccc(F)cc2)C[C@H]1C
  TcdB inh: 0.3

# In the list so far, 3 have an aryl methoxy group.
> COc1cccc(CN2CC3(C2)CN(C(=O)C2CC2)[C@@H](CO)c2[nH]c4cc(OC)ccc4c23)c1
  TcdB inh: 1.3

> COc1ccc(S(=O)(=O)Nc2ccc3c(c2)C(=O)N([C@H](C)CO)C[C@H](C)[C@@H](CN(C)S(=O)(=O)c2ccc(F)cc2)OCCCC[C@@H](C)O3)cc1
  TcdB inh: -0.4

> COc1ccccc1NC(=O)N1CCCCN2[C@H](CO)[C@H](c3ccc(C#Cc4ccccc4)cc3)[C@H]2C1
  TcdB inh: -0.6

# (more compounds)
> O=C([C@H]1[C@H](CO)[C@H]2Cn3c(cccc3=O)[C@@H]1N2CC1CC1)N1CCc2ccccc2C1
  TcdB inh: -1.1

> Cc1noc(C)c1S(=O)(=O)N(C)C[C@H]1Oc2ccc(NC(=O)Nc3ccc4c(c3)OCO4)cc2CC(=O)N([C@H](C)CO)C[C@@H]1C
  TcdB inh: -0.2

> CC(=O)N1CC2(C1)[C@H](c1ccccc1)[C@@H](CO)N2C(=O)c1ccncc1
  TcdB inh: 0.6

> CCNC(=O)C[C@@H]1CC[C@H]2[C@@H](COC[C@H](O)CN2C(=O)Nc2ccc(Cl)c(Cl)c2)O1
  TcdB inh: 1.0

> N#Cc1cccc(-c2ccc3c(c2)[C@@H]2[C@@H](CCN2S(=O)(=O)c2ccccc2)[C@H](CO)N3)c1
  TcdB inh: -0.9

> COc1ccccc1-c1cn(CC[C@H]2CC[C@@H](NC(=O)c3ccccc3F)[C@@H](CO)O2)nn1
  TcdB inh: -0.5

> CO[C@H]1CN(C)C(=O)c2cc(NC(=O)C3CCOCC3)ccc2OC[C@H](C)N(C)C[C@@H]1C
  TcdB inh: 1.1

> O=C(C[C@@H]1CC[C@@H]2[C@H](COC[C@@H](O)CN2C(=O)Nc2cc(Cl)cc(Cl)c2)O1)N1CCOCC1
  TcdB inh: 0.0

> O=C(Nc1cccc(F)c1)N1C[C@H]2[C@@H](c3ccccc31)[C@H](CO)N2C(=O)C1CCOCC1
  TcdB inh: 0.2

> COc1ccc(-c2ccc3c(c2)O[C@H](CN(C)CC2CCOCC2)[C@@H](C)CN([C@H](C)CO)S3(=O)=O)cc1
  TcdB inh: 0.2

> Cc1noc(C)c1NC(=O)N[C@H]1CC[C@H](CCNC(=O)C2CCCCC2)O[C@@H]1CO
  TcdB inh: 0.0

> COC(=O)[C@H]1[C@H](CO)[C@H]2Cn3c(cccc3=O)[C@H]2N1C(=O)C1CCC1
  TcdB inh: 0.8

> CN(C)CCCNC(=O)C[C@@H]1CC[C@@H]2[C@H](COc3ccc(NC(=O)c4ccccc4F)cc3C(=O)N2C)O1
  TcdB inh: -0.8

> C/C=C/c1ccc([C@H]2[C@@H](CO)N(CC3CCCC3)[C@H]2CNC(C)=O)cc1
  TcdB inh: 0.1

> C[C@H](CO)N1C[C@H](C)[C@H](CN(C)C)Oc2ccc(NS(C)(=O)=O)cc2C1=O
  TcdB inh: -8.7

> O=C(Cc1ccccc1)N1CC(=O)N2[C@H](CO)[C@@H](c3ccc(C#CCc4ccccc4)cc3)[C@@H]2C1
  TcdB inh: 0.3

> C[C@@H]1CN([C@H](C)CO)C(=O)c2cccc(NC(=O)Nc3ccc(F)cc3)c2O[C@@H]1CN(C)Cc1ccc(C(=O)Nc2ccccc2N)cc1
  TcdB inh: -0.2

> COc1ccccc1CN1[C@H](CO)[C@@H]2c3ccccc3N(C(=O)c3cccnc3)C[C@@H]21
  TcdB inh: 0.0

> O=C(CCN1CCCCC1)N[C@H]1CC[C@H](CCn2cc(-c3cccc(F)c3)nn2)O[C@@H]1CO
  TcdB inh: -0.4

> C/C=C/c1cnc2c(c1)C(=O)N([C@@H](C)CO)C[C@H](C)[C@@H](CN(C)C(=O)NC1CCCCC1)O2
  TcdB inh: -1.1

> COc1ccc(C#Cc2ccc([C@H]3[C@@H](CO)N4C(=O)CN(C(=O)NC(C)C)C[C@@H]34)cc2)cc1
  TcdB inh: 0.7

> O=C(Nc1ccc(F)cc1)N1C[C@H]2[C@@H](c3ccccc31)[C@H](CO)N2C(=O)Cc1ccccc1
  TcdB inh: 1.5

> O=C(C[C@@H]1C[C@H]2c3cc(NC(=O)Cc4ccncc4)ccc3O[C@H]2[C@@H](CO)O1)NCCN1CCCCC1
  TcdB inh: -2.9

> O=C(C[C@H]1CC[C@H]2[C@@H](COC[C@@H](O)CN2Cc2nccs2)O1)N1CCC(Cc2ccccc2)CC1
  TcdB inh: -0.4

> CCCNC(=O)Nc1ccc2c(c1)C(=O)N(C)C[C@H](OC)[C@H](C)CN(C(=O)c1ccccc1F)[C@H](C)CO2
  TcdB inh: -2.3

> COc1cccc(S(=O)(=O)N[C@H]2CC[C@@H](CC(=O)NCc3ccccc3)O[C@H]2CO)c1
  TcdB inh: 0.7

> CN1c2ccc(Br)cc2[C@@H]2[C@@H](CCN2S(=O)(=O)c2cccc(F)c2)[C@@H]1CO
  TcdB inh: -0.6

> CNC[C@@H]1Oc2ccc(NS(=O)(=O)c3ccc(F)cc3)cc2CC(=O)N([C@@H](C)CO)C[C@@H]1C
  TcdB inh: -11.8

> COc1ccc(S(=O)(=O)N(C)C[C@H]2OCc3ccccc3-c3c(n(C)c4ccccc34)C(=O)N([C@@H](C)CO)C[C@@H]2C)cc1
  TcdB inh: 1.3

> COc1ccc(CN(C)C[C@H]2OCCCC[C@H](C)Oc3ccc(NC(=O)Nc4ccc5c(c4)OCO5)cc3C(=O)N([C@@H](C)CO)C[C@@H]2C)cc1
  TcdB inh: 0.4

> CCNC(=O)C[C@H]1CC[C@@H]2[C@H](COC[C@@H](O)CN2C(=O)C2CC2)O1
  TcdB inh: -0.6

> C[C@@H]1CN([C@H](C)CO)C(=O)c2cccc(NS(=O)(=O)c3ccc(F)cc3)c2O[C@H]1CN(C)C(=O)Nc1cccc2ccccc12
  TcdB inh: 1.6

> C[C@@H]1CN([C@H](C)CO)S(=O)(=O)c2ccc(C#Cc3ccccn3)cc2O[C@@H]1CN(C)Cc1ccc(F)cc1
  TcdB inh: 0.0

> C[C@H](CO)N1C[C@H](C)[C@@H](CN(C)Cc2ccc3c(c2)OCO3)Oc2c(NC(=O)c3ccncc3)cccc2C1=O
  TcdB inh: -1.0

> CO[C@@H]1CN(C)C(=O)c2ccc(NC(=O)C3CCCCC3)cc2OC[C@H](C)NC[C@@H]1C
  TcdB inh: 1.6

> C[C@@H](NC(=O)[C@@H]1[C@@H](CO)[C@@H]2Cn3c(ccc(C4=CCCCC4)c3=O)[C@H]1N2)c1ccccc1
  TcdB inh: -1.2

> COc1ccc(S(=O)(=O)Nc2ccc3c(c2)C(=O)N([C@@H](C)CO)C[C@H](C)[C@@H](CN(C)Cc2ccncc2)OCCCC[C@H](C)O3)cc1
  TcdB inh: -0.6

> O=C(Nc1cc(F)ccc1F)N1C[C@@H]2[C@H](c3ccccc31)[C@@H](CO)N2CC1CCCC1
  TcdB inh: -0.4

> Cc1cccc(S(=O)(=O)N2CC[C@@H]3[C@H]2c2cc(Br)ccc2N(C)[C@H]3CO)c1
  TcdB inh: -1.3

> CO[C@@H](CN(C)S(=O)(=O)c1ccc(Cl)cc1)[C@@H](C)CN(Cc1ccccc1Cl)[C@@H](C)CO
  TcdB inh: -4.5

> O=C(C1CCOCC1)N1CC[C@H]2[C@H](CO)Nc3ccc(-c4cccc(F)c4)cc3[C@H]21
  TcdB inh: 1.3

> Cc1ccc(-c2ccc3c(c2)O[C@H](CN(C)Cc2ccc(F)cc2)[C@H](C)CN([C@@H](C)CO)S3(=O)=O)cc1
  TcdB inh: -0.4

> C[C@H]1CN([C@@H](C)CO)C(=O)c2cc(-c3ccccc3F)cnc2O[C@@H]1CN(C)C(=O)C1CCOCC1
  TcdB inh: -1.2

> O=C(C[C@@H]1C[C@@H]2c3cc(NC(=O)Cc4ccncc4)ccc3O[C@@H]2[C@H](CO)O1)NCc1cc(F)ccc1F
  TcdB inh: -0.5

> N#C[C@@H]1[C@H](c2ccc(C3=CCCCC3)cc2)[C@@H](CO)N1C(=O)Cc1ccncc1
  TcdB inh: -1.5

> CCC(=O)N1CCCCN2[C@H](CO)[C@H](c3ccc(-c4ccc(F)cc4)cc3)[C@H]2C1
  TcdB inh: -0.1

> C[C@@H]1CN([C@@H](C)CO)C(=O)c2cccc(NC(=O)Nc3ccc(C(F)(F)F)cc3)c2O[C@@H]1CN(C)CC1CC1
  TcdB inh: 1.0

> O=C(NCC1CC1)[C@H]1[C@H](CO)[C@H]2Cn3c(ccc(-c4ccccc4)c3=O)[C@H]2N1CC1CC1
  TcdB inh: -4.0

> Cc1ccc(S(=O)(=O)N(C)C[C@H]2OCCCC[C@H](C)Oc3ccc(NC(=O)c4ccncc4)cc3C(=O)N([C@H](C)CO)C[C@@H]2C)cc1
  TcdB inh: 0.6

> O=C(Cc1ccccn1)N1CCCCN2[C@H](CO)[C@@H](c3ccc(-c4ccccc4F)cc3)[C@H]2C1
  TcdB inh: 0.0

> C/C=C/c1cnc2c(c1)C(=O)N([C@H](C)CO)C[C@H](C)[C@@H](CN(C)C(=O)NC1CCCC1)O2
  TcdB inh: 0.0

> COc1ccc(NC(=O)N(C)C[C@@H]2Oc3ccc(NC(=O)CCC(F)(F)F)cc3CC(=O)N([C@H](C)CO)C[C@@H]2C)cc1
  TcdB inh: 0.1

# Screening data from PubChem.
